Myeloid diff MLP – induction of myeloid progenitor differentiation, primary screen, cell-based, flow cytometry, MLPCN library; calls only at 10 µM; ER-HoxA9 myeloid progenitors, lysozyme-GFP differentiation; AID 624256, 2012; 360,000 compounds, 1% hits;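 active = normalized GFP-positive differentiation at or above the plate's own cutoff, the solvent-only control mean plus 3 SD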;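 note: cells exposed to compound for four days before flow analysis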
NTR1 agonist – agonists of NTR1, primary screen, imaging, U2OS cells, beta-arrestin-GFP, high content (AID 493036); activation, % at 20 µM; NTR1-U2OS beta-arrestin-GFP spot imaging, agonist mode; 330,000 compounds, 0.17% hits; Neurotensin receptor type 1 (Homo sapiens), P30989;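 active = activation at or above 40% of the spot to cytoplasm intensity ratio, with at least 20 cells analyzed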;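 note: 0% = DMSO without peptide and 100% = 100 nM NTR1 peptide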
Target sequence (P30989 whole entry, looked up): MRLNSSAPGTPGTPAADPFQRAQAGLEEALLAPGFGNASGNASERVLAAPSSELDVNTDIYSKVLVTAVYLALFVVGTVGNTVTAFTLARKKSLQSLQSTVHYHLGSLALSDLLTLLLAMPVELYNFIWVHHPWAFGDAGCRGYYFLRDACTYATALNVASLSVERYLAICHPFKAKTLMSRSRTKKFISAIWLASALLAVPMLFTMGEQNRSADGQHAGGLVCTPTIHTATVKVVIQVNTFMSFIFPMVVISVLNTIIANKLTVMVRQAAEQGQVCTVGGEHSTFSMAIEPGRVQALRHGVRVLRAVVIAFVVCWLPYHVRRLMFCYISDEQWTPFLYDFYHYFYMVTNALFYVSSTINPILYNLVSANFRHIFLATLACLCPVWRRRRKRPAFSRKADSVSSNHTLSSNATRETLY
T cell HTS – modulators of CD8 T cell-vesicle binding, primary screen, mouse 2C CD8+ T cells, flow cytometry; calls only at 7 µM; 2C CD8+ T cell-vesicle binding; active compounds read low; 330,000 compounds, 0.068% hits; AID 2052, 2009;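 active = response, share of CD8 T cells binding vesicles, and their 90th percentile fluorescence all below set limits, cut at about 80% in these data, passing the limit was not always enough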
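Read-out – percent CD8+ FL2 mean versus row control · System – murine 2C transgenic CD8+ T lymphocytes · Times – 1.5 h cell–vesicle binding at 37 °C, then 20 min icy labelling · Control set – naked vesicles low, QL9 vesicles with vehicle high · Detection – cytometric PE anti-B7-1 and Alexa647 anti-CD8 signals after 1% paraformaldehyde fixation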
T cell HTS vesicle-bound % – also measured in T cell HTS; calls as there; double positive events, %; measured here: CD8+ vesicle-bound cell fraction;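 binding gate set so that unloaded-vesicle control wells show 10% double positive cells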
NTR1 agonist cell count 20 µM – second read-out of NTR1 agonist, no call of its own (marks repeat the call); cell count; measured here: cell count, cytotoxicity flag
Myeloid diff MLP GFP+ MAC1+ % – recorded beside Myeloid diff MLP, whose call it bears; GFP+ MAC1+ double positive, %; measured here: differentiation confirmed by MAC1 staining
* marks the source's active call; other numbers are inactive results; i = inactive; & = joins results of further samples. The list is partial. The share of hits here may be higher or lower than overall.

The first 13 entries, to show the layout:
SMILES	Myeloid diff MLP	Myeloid diff MLP GFP+ MAC1+ %	NTR1 agonist	NTR1 agonist cell count 20 µM	T cell HTS	T cell HTS vesicle-bound %
O=C(CCNC(=O)c1ccccc1Cl)NCc1cccnc1	i	1.2	-0.1	58	i	37.1
Cc1ccc2c(c1)[C@H]1[C@H](CO2)[C@H](c2ccccc2)[C@]2(C)C(=O)Nc3ccc(Cl)cc3C(=O)N12	i	2.0	0.4	57	i	27.0
CCOc1ccc(C(=O)COC(=O)C2COc3ccccc3O2)cc1 (stereo not drawn)	i	1.0	3.0	55	i	50.4
COc1ccc(-c2c(-c3cc(OC)cc(OC)c3)n(C)c3ccc(-c4cnc(OC)nc4)cc23)cc1	i	1.1	5.4	57	i	19.5
CC(C)N(Cc1ccccc1)C(=O)COC(=O)c1cc(S(=O)(=O)N(C)C)ccc1N1CCCC1	i	2.1	0.8	51	i	23.8
O=C(NNC(=O)c1cccc(-n2cccc2)c1)c1ccccc1	i	0.2	0.8	96	i	16.9
O=C1CC2(CCN(C(=O)COc3ccc(F)cc3)CC2)Oc2ccccc21	i	0.8	0.2	53	i	42.9
O=C(NCC1CCCN1S(=O)(=O)c1cccs1)c1ccc(F)cc1 (stereo not drawn)	i	0.7	-0.1	57	i	54.8
CC(OC(=O)c1cccc(S(=O)(=O)N(C)C)c1)C(=O)NCc1ccc2c(c1)OCO2 (stereo not drawn)	i	1.0	-0.9	52	i	25.9
CCOC(=O)c1cn(C2CC2)c2c(F)c(NCCCN(C)C)c(F)cc2c1=O	i	0.8	-0.1	54	i	30.4
COc1cc(OC)c(C(=O)OCC(=O)NC2CCCCCCC2)cc1OC	i	0.9	2.6	27	i	28.5
CCOC(=O)C1CCCN(C(=O)CNC(=O)c2ccc(Br)o2)C1 (stereo not drawn)	i	0.2	-2.0	55	i	57.6
C(=C(c1ccccc1)c1ccccc1)c1ccccn1	i	0.7	3.9	63	i	22.9

This part in full, previewed entries included:
SMILES	Myeloid diff MLP	Myeloid diff MLP GFP+ MAC1+ %	NTR1 agonist	NTR1 agonist cell count 20 µM	T cell HTS	T cell HTS vesicle-bound %
O=C(CCNC(=O)c1ccccc1Cl)NCc1cccnc1	i	1.2	-0.1	58	i	37.1
Cc1ccc2c(c1)[C@H]1[C@H](CO2)[C@H](c2ccccc2)[C@]2(C)C(=O)Nc3ccc(Cl)cc3C(=O)N12	i	2.0	0.4	57	i	27.0
CCOc1ccc(C(=O)COC(=O)C2COc3ccccc3O2)cc1 (stereo not drawn)	i	1.0	3.0	55	i	50.4
COc1ccc(-c2c(-c3cc(OC)cc(OC)c3)n(C)c3ccc(-c4cnc(OC)nc4)cc23)cc1	i	1.1	5.4	57	i	19.5
CC(C)N(Cc1ccccc1)C(=O)COC(=O)c1cc(S(=O)(=O)N(C)C)ccc1N1CCCC1	i	2.1	0.8	51	i	23.8
O=C(NNC(=O)c1cccc(-n2cccc2)c1)c1ccccc1	i	0.2	0.8	96	i	16.9
O=C1CC2(CCN(C(=O)COc3ccc(F)cc3)CC2)Oc2ccccc21	i	0.8	0.2	53	i	42.9
O=C(NCC1CCCN1S(=O)(=O)c1cccs1)c1ccc(F)cc1 (stereo not drawn)	i	0.7	-0.1	57	i	54.8
CC(OC(=O)c1cccc(S(=O)(=O)N(C)C)c1)C(=O)NCc1ccc2c(c1)OCO2 (stereo not drawn)	i	1.0	-0.9	52	i	25.9
CCOC(=O)c1cn(C2CC2)c2c(F)c(NCCCN(C)C)c(F)cc2c1=O	i	0.8	-0.1	54	i	30.4
COc1cc(OC)c(C(=O)OCC(=O)NC2CCCCCCC2)cc1OC	i	0.9	2.6	27	i	28.5
CCOC(=O)C1CCCN(C(=O)CNC(=O)c2ccc(Br)o2)C1 (stereo not drawn)	i	0.2	-2.0	55	i	57.6
C(=C(c1ccccc1)c1ccccc1)c1ccccn1	i	0.7	3.9	63	i	22.9
CC(C)(C)c1ccc(C(=O)NCC(=O)OCC(=O)N2CCN(S(=O)(=O)c3ccc(Cl)cc3)CC2)cc1	i	0.7	-0.5	58	i	58.4
CSc1ncccc1C(=O)OCC(=O)NCc1cccs1	i	1.5	4.2	53	i	35.1
C/C(=N\NC(=O)c1cccc(S(=O)(=O)N2CCCC2)c1)c1ccc(F)cc1	i	0.6	-0.3	57	i	56.3
C[C@H](NC(=O)c1[nH]cnc1C(=O)N[C@H](C)c1ccccc1)c1ccccc1	i	1.8	8.7	56	i	58.1
O=C1NCCOC(=O)[C@@H](Cc2ccc(F)cc2)CC/C=C/C[C@@H]1CC(=O)N(CCO)Cc1ccccc1	i	2.0	4.1	60	i	19.1
Cc1cccc(C(=O)NC(C(=O)Nc2cccc(S(=O)(=O)N3CCCC3)c2)C(C)C)c1 (stereo not drawn)	i	1.3	0.6	45	i	20.0
Cc1cccc(NC(=O)c2ccc(S(=O)(=O)N3CCCCCC3)cc2)n1	i	0.8	1.0	61	i	40.8
COc1ccc(S(=O)(=O)N2CCCCCC2)cc1C(=O)N(C)CC(=O)Nc1ccccc1Cl	i	0.1	0.4	57	i	56.8
Cc1c(NC(=O)CSc2nc3ccccc3c(=O)n2C(C)C)c(=O)n(-c2ccccc2)n1C	i	0.9	1.9	79	i	9.7
COC(=O)c1ccc(NC(=O)C2CCN(C(=O)Nc3ccccc3)CC2)cc1	i	0.4	-0.7	58	i	35.2
O=C(c1cc(-c2ccc(Br)cc2)nc2ccccc12)N1CCC1	i	1.4	1.3	79	i	30.0
O=C(COC(=O)C1CCC1)NCc1ccc(F)cc1	i	1.1	-0.3	60	i	37.7

Next records follow:
SMILES	Myeloid diff MLP	Myeloid diff MLP GFP+ MAC1+ %	NTR1 agonist	NTR1 agonist cell count 20 µM	T cell HTS	T cell HTS vesicle-bound %
COc1ccc(NC(=O)CN(C)C(=O)/C=C/c2ccc(S(=O)(=O)N3CCCCCC3)cc2)cc1	i	0.5	0.5	50	i	33.6
Cc1ccc(C(=O)Nc2ccccc2N2CCCC2)cc1S(=O)(=O)N1CCOCC1	i	0.9	-0.1	90	i	14.5
COc1ccccc1CCC(=O)OCC(=O)Nc1c(C)nn(-c2ccccc2)c1C	i	0.6	-0.2	55	i	24.5
O=C(COC(=O)C1CC2CCCC(C1)C2=O)NNC(=O)c1ccccc1Br (stereo not drawn)	i	1.4	0.4	71	i	42.4
CCOc1ccc(S(=O)(=O)NCCC(=O)NCC(c2ccc(F)cc2)N2CCOCC2)cc1 (stereo not drawn)	i	0.4	0.7	67	i	14.2
Cc1ccc(/C=C/C(=O)OCC(=O)Nc2cccnc2Cl)cc1	i	0.6	0.3	101	i	34.9
CC(=O)c1cccc(NC(=O)C2CC(=O)N(C3CCCC3)C2)c1 (stereo not drawn)	i	0.7	-2.1	54	i	49.0
O=C1N[C@@H](Cc2cn(S(=O)(=O)c3ccc([N+](=O)[O-])cc3)c3ccccc23)C(=O)N[C@H]1Cc1ccccc1	i	1.4	5.4	77	i	23.5
CC1(C)C(=O)Nc2ccccc2N1C(=O)COC(=O)c1cccnc1Cl	i	0.4	0.4	56	i	32.3
COc1cc(NC(=O)CSc2nnc3ccc(-c4cccnc4)nn23)cc(OC)c1	i	0.5	-1.4	85	i	26.9
CSCCC(NC(=O)COc1ccccc1)C(=O)N(C)Cc1ccc(SC)cc1 (stereo not drawn)	i	0.3	-0.6	56	i	37.9
Cc1ccc(S(=O)(=O)CCC(=O)OCC(=O)Nc2cc(S(=O)(=O)N3CCOCC3)ccc2C)cc1	i	0.4	-0.1	57	i	27.6
COc1cccc(CN(C)C(=O)C2CC(=O)N(c3ccc4c(c3)OCCO4)C2)c1 (stereo not drawn)	i	0.3	-0.5	49	i	56.2
COc1cc(C(=O)OCC(=O)N2CCCC2)cc2c1OCCO2	i	0.4	0.9	70	i	35.2
Cc1ccc(C(=O)C(C)OC(=O)CCS(=O)(=O)c2ccc(C)cc2)cc1 (stereo not drawn)	i	1.9	-3.0	69	i	35.1
CC(Nc1nc(-c2ccc(F)cc2)cs1)c1nc2cc(C(F)(F)F)ccc2n1CCOCCO (stereo not drawn)	i	0.5	-5.4	100	i	37.5
CC(OC(=O)/C=C/c1ccc(Br)cc1)C(=O)N1CCOCC1 (stereo not drawn)	i	0.6	-0.7	60	i	29.4
Cc1cccc(OCC(=O)OCC(=O)N(CC(C)C)c2c(N)n(Cc3ccccc3)c(=O)[nH]c2=O)c1C	i	0.6	0.2	55	i	26.3
CCCN(CC(=O)Nc1ccccc1OC)C(=O)c1ccc(COc2ccccc2)o1	i	0.6	-1.1	83	i	15.8
COc1ccc(NC(=O)c2cccc(S(=O)(=O)N3CCCC3)c2)cc1OC	i	0.4	-2.2	86	i	3.4
CN(CC(=O)Nc1cccc(F)c1)C(=O)c1cccc(N2C(=O)CCC2=O)c1	i	0.3	0.2	57	i	33.5
NC(=O)CC[C@H](NC(=O)c1ccc(F)cc1)C(=O)OCC(=O)NCc1ccc2c(c1)OCO2	i	0.9	1.4	50	i	24.1
CC(C)(CNS(=O)(=O)c1cccs1)N1CCOCC1	i	0.2	-2.1	52	i	40.6
COc1ccccc1CNC(=O)COC(=O)C1CCN(c2ccc(C(F)(F)F)cn2)CC1	i	0.5	2.6	62	i	49.2
CN(CC(=O)Nc1ccccc1Cl)C(=O)COc1cccc2c1OC(C)(C)C2	i	1.7	-0.9	48	i	0.8

Next section.
SMILES	Myeloid diff MLP	Myeloid diff MLP GFP+ MAC1+ %	NTR1 agonist	NTR1 agonist cell count 20 µM	T cell HTS	T cell HTS vesicle-bound %
CC(=O)NO	i	3.1	2.5	73	i	57.7
COc1ccc(/C=C/c2c(-c3ccc(OC)cc3)sc3cc(OC)c(OC)cc23)cc1	i	1.2	6.4	58	i	12.3
CC(Sc1nc(N)cc(N)n1)C(=O)Nc1ccc(N2CCOCC2)cc1 (stereo not drawn)	i	0.8	1.6	59	i	35.7
CON(C)C(=O)c1ccccc1N(C)C(=O)OC(C)(C)C	i	1.3	-0.6	48	i	18.0
C[C@H](CO)N1C[C@H](C)[C@@H](CN(C)C(=O)Nc2ccc3c(c2)OCO3)Oc2ccc(NS(=O)(=O)c3ccccc3)cc2C1=O	i	1.9	1.1	57	i	26.4
COC(=O)[C@]1(C)N[C@H](CN(C)C(=O)Nc2ccc(F)cc2)[C@@H]2C(=O)N(C)C(=O)[C@@H]21	i	1.4	1.3	66	i	23.9
Cc1cnc(C(=O)OC(C)C(=O)Nc2ccccc2-c2ccccc2)cn1 (stereo not drawn)	i	1.5	-1.3	53	i	42.5
CCOc1ccc(CCNC(=O)CN2C(=O)NC3(CCCCC3)C2=O)cc1OCC	i	0.4	-0.2	57	i	35.8
CN(Cc1ccccc1)C(=O)CSc1nc2c(c(C(F)(F)F)n1)CCc1ccccc1-2	i	0.0	3.7	89	i	24.8
COc1ccc(-c2noc(Cn3cc(S(=O)(=O)N4CCCC4)ccc3=O)n2)cc1	i	0.4	0.7	67	i	41.6
CC(=O)N1CCN(CC(=O)Nc2cc(S(=O)(=O)N3CCCCC3)ccc2C)CC1	i	0.5	-1.1	60	i	45.0
Cc1cc(C)c(OCC(=O)Nc2ccccc2N2CCCCC2)c(C)c1	i	0.5	2.3	58	i	57.4
COc1ccc(NC(=O)CC2SC(N3CCCCC3)=NC2=O)cc1OC (stereo not drawn)	i	0.4	-2.0	60	i	23.3
COc1ccc(C2=CN(Cc3ccccc3)C(c3ccccc3)CC2=O)cc1 (stereo not drawn)	i	1.1	-1.2	69	i	18.9
O=C(OCC(=O)N1CCCc2ccccc21)c1cccc(S(=O)(=O)N2CCOCC2)c1	i	1.1	1.1	48	i	47.2
Cn1c(N)c(C(=O)COC(=O)/C=C/c2ccc(F)cc2)c(=O)n(C)c1=O	i	1.6	3.6	50	i	45.4
CC(=O)NCCc1ccc(C(=O)CSc2nnc(C3CC3)n2C2CC2)cc1	i	0.7	0.3	70	i	21.2
CC(=O)N1CCN(C(=O)c2cccc(NS(=O)(=O)c3ccc(Br)cc3)c2)CC1	i	1.3	1.6	54	i	26.4
CCOc1ccc2nc(NC(=O)C3CSC4(C)CCC(=O)N34)sc2c1 (stereo not drawn)	i	1.6	4.5	60	i	31.4
COc1ccccc1CCC(=O)OC(C)C(=O)Nc1c(C)n(C)n(-c2ccccc2)c1=O (stereo not drawn)	i	1.0	0.5	71	i	45.2
CC(=O)c1ccccc1NC(=O)COC(=O)c1cc2ccccc2[nH]1	i	1.2	12.2	48	i	43.4
CC1(c2ccccc2)NC(=O)N(NC(=O)COC(=O)c2cc(Br)ccc2O)C1=O (stereo not drawn)	i	0.3	0.0	59	i	50.4
CC1CCCCC12NC(=O)N(CC(=O)Nc1nccs1)C2=O (stereo not drawn)	i	1.3	5.0	63	i	45.5
CCCCCCSc1ccc(-c2nc3ccc(Cl)cn3c2NCCCC)cc1OC	i	0.7&2.0	-1.1	69	i	6.0

High-throughput results deposited in PubChem by several laboratories.
